Salmonella PhoP GFP – inhibitors of PhoP regulon expression, primary screen, Salmonella Typhimurium, GFP reporter (AID 1863) | S. Typhimurium PhoP-regulated promoter GFP reporter, 4 h; higher % means a stronger effect | inhibition, % at 50 µM, or IC50 in µM where a hit was titrated | 300,000 compounds, 0.16% hits;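 active = inhibition over 29.93%, a cutoff 3 SD above the screen mean, later confirmed by dose response; inconclusive = inhibition over 29.93% but no dose response follow-up; inactive = inhibition at most 29.93% or unconfirmed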;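 also: 0% = low Mg2+ inducing control and 100% = high Mg2+ repressing control; strong numbers were not always called active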
KOR beta-arrestin-1 – KOR agonists, beta-arrestin recruitment, primary screen, cell-based, luminescence, uHTS (AID 1777). KOR beta-arrestin recruitment, luminescence; higher % means a stronger effect. activation, % at 10 µM, or EC50 in µM where a hit was titrated. 280,000 compounds, 0.02% hits; in the data active = activation above about 50%, passing the limit was not always enough; also: a part of the inactive calls stands beside numbers as strong as those of hits
GPR55 antagonists – inhibition of LPI-stimulated GPR55 beta-arrestin translocation – imaging, U2OS, beta-arrestin-GFP, LPI agonist, primary screen (AID 2013); 290,000 compounds, 0.13% hits; U2OS GPR55 beta-arrestin-GFP translocation imaging, LPI antagonism; higher % means a stronger effect; one-dose inhibition, % at 10 µM; IC50 in µM for titrated hits;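 active = spots per cell inhibited over 60%, with over 100 cells counted and total cytoplasm intensity under 500,000; inconclusive = wells with under 100 cells, flagged as likely toxic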;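 also: U2OS cells stably carrying GPR55 and arrestin-GFP stimulated by 5 µM LPI near EC80; imaged beta-arrestin-GFP aggregate spots per cell after agonist stimulation; plate controls were LPI-stimulated DMSO wells for no effect and DMSO wells without LPI for full effect; some results filed as inactive read as strong as hits; confirmed hits need IC50 under 10 µM and bright autofluorescent wells are also inconclusive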
NTR1 agonist – agonists of NTR1, primary screen, imaging, U2OS cells, beta-arrestin-GFP, high content (AID 493036); NTR1-U2OS beta-arrestin-GFP spot imaging, agonist mode; 330,000 compounds, 0.17% hits; P30989; activation, % at 20 µM;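 active = activation at or above 40% of the spot to cytoplasm intensity ratio, with at least 20 cells analyzed; inconclusive = wells under 20 cells, flagged as cytotoxic or low count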;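 also: 0% = DMSO without peptide and 100% = 100 nM NTR1 peptide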
Target sequence (P30989 whole entry, looked up): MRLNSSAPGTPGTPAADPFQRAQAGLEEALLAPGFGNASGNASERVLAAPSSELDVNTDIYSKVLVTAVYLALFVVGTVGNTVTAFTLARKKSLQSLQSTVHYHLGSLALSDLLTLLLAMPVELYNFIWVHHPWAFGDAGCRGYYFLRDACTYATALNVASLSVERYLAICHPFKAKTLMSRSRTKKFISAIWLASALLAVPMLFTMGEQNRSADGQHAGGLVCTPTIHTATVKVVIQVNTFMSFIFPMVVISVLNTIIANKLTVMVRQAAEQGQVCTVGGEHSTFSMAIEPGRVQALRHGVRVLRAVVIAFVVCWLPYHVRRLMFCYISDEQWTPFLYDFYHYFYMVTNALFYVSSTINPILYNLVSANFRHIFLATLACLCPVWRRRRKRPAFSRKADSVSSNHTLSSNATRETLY
GPR55 beta-arrestin – GPR55 agonists via beta-arrestin recruitment, primary screen, imaging, U2OS cells, beta-arrestin-GFP redistribution (AID 1961) | U2OS GPR55 beta-arrestin-GFP redistribution imaging; higher % means a stronger effect | one-dose activation, % at 10 µM; EC50 in µM for titrated hits | 290,000 compounds, 0.048% hits;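 active = activation above 40% with more than 50 cells counted in the well; inconclusive = wells holding fewer than 50 cells, flagged as toxic or sparse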;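 also: U2OS osteosarcoma cells stably expressing GPR55 and beta-arrestin-GFP; plate controls were DMSO negative control for no effect and LPI positive control for full effect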
GPR35 antagonists – inhibition of zaprinast-stimulated GPR35 beta-arrestin translocation – imaging, U2OS, beta-arrestin-GFP, zaprinast agonist, primary screen (AID 2058). U2OS GPR35 beta-arrestin-GFP translocation imaging, zaprinast antagonism; higher % means a stronger effect. inhibition, % at 10 µM, or IC50 in µM where a hit was titrated. 290,000 compounds, 0.052% hits;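 active = inhibition of at least 50% with at least 30 cells and total cytoplasm GFP at most 10,000,000; inconclusive = under 30 cells or total GFP of 10,000,000 plus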
West Nile virus CPE – West Nile virus antiviral activity, cell-based, CPE readout (AID 1621). West Nile virus-infected cells, CPE inhibition; higher % means a stronger effect. 290,000 compounds, 0.02% hits. one-dose CPE inhibition, % at 10 µM; IC50 in µM for titrated hits; in the data active = a potency from the dose series; inconclusive = CPE inhibition mostly from about 3.7% at the one dose, without a potency; inactive = the rest, 99 in 100 with CPE inhibition below about 2.2%; also: strong numbers were not always called active
KOR beta-arrestin-2 – kappa opioid receptor blockers – cell-based, luminescence, uHTS (AID 1778) | KOR beta-arrestin recruitment, luminescence, antagonist mode; higher % means a stronger effect | inhibition, % at 10 µM; hits with a dose series show IC50 in µM | 290,000 compounds, 0.091% hits; in the data active = inhibition above about 50%; also: strong numbers were not always called active
T cell modulator – T cell immune modulators affecting CD8 T cell-vesicle binding; 2C CD8+ T cell-vesicle binding, flow cytometry; stronger effect = lower value; calls only at 7 µM; 330,000 compounds, 0.068% hits; AID 2052;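 active = response, share of CD8 T cells binding vesicles, and their 90th percentile fluorescence all below set limits, cut at about 80% in these data, passing the limit was not always enough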
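material = purified 2C TCR transgenic mouse naive CD8+ T cells | controls = Unloaded micro-vesicles (low), QL9 vesicles with 0.7% DMSO (high) | detection = cytometric PE anti-B7-1 and Alexa647 anti-CD8 signals after 1% paraformaldehyde fixation | incubation = binding step 1.5 h, 37 °C, antibody labelling 20 min, ice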
T cell modulator vesicle-bound % – recorded beside T cell modulator, whose call it bears; double positive events, %; measured here: CD8+ vesicle-bound cell fraction;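 binding gate set so that unloaded-vesicle control wells show 10% double positive cells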
NTR1 agonist cell count 20 µM – second read-out of NTR1 agonist, no call of its own (marks repeat the call); cell count; measured here: cell count, cytotoxicity flag
Starred values were filed as active, the others as inactive; i = inactive; ? = inconclusive; / = not tested or not shown; [ ] = another dose, or the depositor's remark. Hits appear at their usual frequency; 0.62% or so of the library scored in one or more.

SMILES	Salmonella PhoP GFP	KOR beta-arrestin-1	GPR55 antagonists	NTR1 agonist	NTR1 agonist cell count 20 µM	GPR55 beta-arrestin	GPR35 antagonists	West Nile virus CPE	KOR beta-arrestin-2	T cell modulator	T cell modulator vesicle-bound %
CC(=O)NC1=C(C#N)C(c2ccccc2)c2c(ccc3ccccc23)O1 (stereo unspecified)	-8%	-4.9%	-15%	2.7	51	0.0%	-8%	?	-36%	i	37
O=C(CSc1ncnc2sc3c(c12)CCCC3)N1CCC(c2noc3ccc(F)cc23)CC1	-3%	1.8%	0%	6.8	54	-0.5%	-8%	0.1%	-57%	i	62
CC(C(=O)NC(C)(C)C)N1C(=O)c2cccc3cccc(c23)C1=O (stereo unspecified)	-2%	-5.7%	-3%	1.0	30	-0.3%	3%	-0.6%	4%	i	53
O=C(NC1CCN(Cc2ccccc2)CC1)c1c(F)cccc1F	1%	0.5%	14%	-0.6	53	1.1%	6%	-1.2%	/	i	31
CC1C(=O)N2CCCc3cc(NC(=O)CC(C)(C)C)cc1c32 (stereo unspecified)	-7%	-1.5%	-12%	0.0	60	-0.3%	-15%	0.3%	-14%	i	34
CN(C)c1cc(=O)n2c(n1)SCCC2	8%	43%	11%	-0.1	56	-0.1%	5%	0.4%	-19%	i	44
CC(=O)N1CCN=C1SCc1cccc(C)c1	0%	-2.0%	8%	-0.2	61	-0.2%	2%	-0.3%	-19%	i	24
O=C(NCN1C(=O)C2C3C=CC(C3)C2C1=O)Nc1nncs1 (stereo unspecified)	-1%	-0.1%	22%	-0.2	46	1.0%	-13%	-0.3%	24%	i	26
O=C(NCc1ccccc1)c1ccccc1C(=O)c1ncc[nH]1	4%	/	4%	-1.3	47	0.2%	15%	0.4%	-21%[20 µM]	i	57
COc1ccc(/C=C2/C(=O)C(C)(C(C)C)CCC2C)cc1 (stereo unspecified)	-1%	-1.0%	2%	3.2	44	0.5%	-2%	0.8%	0%	i	24
O=C(Cc1ccccc1)N1CCCC1c1ccccc1 (stereo unspecified)	-7%	6.2%	12%	2.1	56	-0.2%	4%	-1.0%	25%	i	25
O=C(O)CC(c1ccccc1)n1cccc1 (stereo unspecified)	-2%	5.5%	11%	-1.9	73	-0.1%	18%	/	-31%	i	41
COc1cc2c(cc1OC)C(c1cc(OC)c(OC)c(OC)c1)NCC2 (stereo unspecified)	0%	2.9%	15%	-2.1	89	0.0%	-5%	-0.5%	-16%	i	0
COc1ccc(-c2oc(NC(=O)c3ccc(C)cc3)c(C#N)c2-c2ccc(OC)cc2)cc1	0%	-6.2%	11%	1.0	72	0.3%	-4%	-1.0%	-17%	i	67
CCOc1ccccc1NC(=O)COn1nnc2ccccc21	6%	1.6%	5%	0.1	35	-0.1%	0%	0.0%	-11%	i	35
O=C(CCl)NN1C(=O)NC2(CCCCC2)C1=O	-10%	-1.6%	2%	0.4	42	0.1%	-13%	-0.4%	-11%	i	20
Cc1ccc(SCC(=O)N2CCOCC2)cc1	-7%	2.4%	-12%	-2.3	86	-0.5%	-12%	0.2%	-24%	i	37
CCN(CC)CCCNC(=O)C(C)n1c2ccccc2c2nc(=O)cc(C)n21 (stereo unspecified)	-1%	4.2%	-9%	2.5	58	1.0%	7%	0.1%	45%	i	27
CC(C)(C)c1ccccc1NC(=O)c1cccnc1	-11%	-1.0%	9%	-0.9	67	-0.2%	0%	/	23%	i	32
Cc1ccc(S(=O)(=O)N2CCN(C(C)C(=O)Nc3ccccc3-c3ccccc3)CC2)cc1 (stereo unspecified)	-1%	2.4%	7%	3.4	60	-0.2%	-16%	-0.4%	5%	i	31
Fc1cccc(Cc2noc(CN3CCN(c4cnccn4)CC3)n2)c1	-13%	3.5%	7%	-1.8	67	-0.2%	-2%	0.0%	-16%	i	16
COc1ccc(OC)c(NC(=O)C2CCN(S(=O)(=O)c3c(C)noc3C)CC2)c1	-4%	-1.4%	9%	-1.5	75	-0.1%	-10%	0.6%	-10%	i	48
CC(CCc1ccccc1)NC(=O)CN1C(=O)NC2(CCCCC2)C1=O (stereo unspecified)	3%	-2.5%	16%	0.3	52	1.4%	-11%	0.5%	6%	i	42
COc1ccc(CC(=O)NCc2ccc(-n3cccc3)cc2)cc1OC	-1%	-1.8%	-3%	0.2	88	0.3%	6%	0.0%	-44%	/	/
Cc1ccc(Cc2c[nH]c(=S)s2)cc1	13%	6.2%	4%	0.1	42	0.1%	-13%	0.1%	-24%	i	46
O=C1C2C3C=CC([C@@H]2C(=O)N1C1CC1)[C@H]1C(=O)N(C2CC2)C(=O)C31 (stereo partly specified)	2%	1.6%	-8%	-2.6	42	-0.1%	1%	0.1%	-33%	i	56
COc1ccc(N2C(=O)CC(N3CCOCC3)C2=O)cc1 (stereo unspecified)	8%	-3.4%	23%	1.1	50	0.9%	-8%	1.1%	8%	i	18
CN1C2CCC1/C(=C\c1ccccc1)C(=O)/C2=C\c1ccccc1	9%	-1.4%	15%	4.1	76	-0.1%	3%	19%	7%	i	27
CCOC(=O)c1c(CSc2ccccc2)oc2ccc(O)cc12	-1%	4.2%	4%	12	87	-0.3%	/	-0.7%	-38%	i	31
CC(CC(=O)Nc1cc([N+](=O)[O-])ccc1Cl)c1ccccc1 (stereo unspecified)	0%	1.6%	-18%	-4.6	98	0.3%	0%	-0.4%	-6%	i	49
COc1ccc(C2CC(C(F)(F)F)n3nc(C(=O)NCCN4CCOCC4)cc3N2)cc1 (stereo unspecified)	-1%	-2.3%	0%	0.8	82	-0.2%	15%	-0.5%	2%	i	26
Cc1ccc(NC(=S)/C(=C(\[O-])c2ccc(C)c([N+](=O)[O-])c2)[n+]2ccccc2)cc1C	-12%	-3.2%	10%	1.8	54	0.0%	-3%	1.8%	13%	i	52
O=C(CSc1nc2ccccc2o1)N1CCN(c2ccccc2)CC1	11%	-1.8%	5%	-2.0	65	-0.1%	-18%	0.4%	8%	i	18
CC(=O)Nc1cccc(NS(=O)(=O)c2ccccc2[N+](=O)[O-])c1	5%	/	-4%	0.2	85	0.2%	3%	-0.1%	-60%[20 µM]	i	56
Cc1ccc2nc(CSc3nnc4ccccn34)cc(=O)n2c1	-8%	-3.4%	6%	0.3	54	0.4%	-4%	-0.8%	3%	i	45
CC1SC(c2ccccc2Cl)NC1=O (stereo unspecified)	-4%	-6.2%	-12%	0.2	39	-0.2%	-5%	0.1%	14%	i	29
CCn1c(N)[n+](CC(=O)Nc2ccc(SC(F)F)cc2)c2ccccc21	37%	/	5%	8.7	55	-0.1%	0%	-0.5%	/	i	57
Cc1nn(CC(=O)Nc2cccc(C(F)(F)F)c2)c(=O)c2cccn12	8%	-3.3%	16%	0.6	48	0.0%	-10%	-0.2%	-6%	i	27
CCCCCCc1c(C)c2ccc(OCC(=O)N3CCC[C@H]3C(=O)O)c(C)c2oc1=O	-2%	-0.1%	-2%	0.5	88	-0.2%	-2%	0.5%	-24%[20 µM]	i	26
COc1ccccc1-n1cnnc1SCC(=O)c1c[nH]c2ccccc12	-2%	1.1%	-13%	-0.5	98	0.7%	0%	-0.8%	5%	i	60

Some entries already given with just GPR55 beta-arrestin and GPR55 antagonists:
SMILES | GPR55 beta-arrestin | GPR55 antagonists
Cc1nn(CC(=O)Nc2cccc(C(F)(F)F)c2)c(=O)c2cccn12 | 0.0% | 16%
CCCCCCc1c(C)c2ccc(OCC(=O)N3CCC[C@H]3C(=O)O)c(C)c2oc1=O | -0.2% | -2%

New compounds follow.
SMILES	Salmonella PhoP GFP	KOR beta-arrestin-1	GPR55 antagonists	NTR1 agonist	NTR1 agonist cell count 20 µM	GPR55 beta-arrestin	GPR35 antagonists	West Nile virus CPE	KOR beta-arrestin-2	T cell modulator	T cell modulator vesicle-bound %
CN(/N=C\c1ccc(O)c(O)c1)c1nc(-c2ccccc2)cc(-c2ccccc2)n1	6%	3.1%	4%	32	47	-0.2%	-3%	-0.8%	-32%	i	44
COc1ccc(Nc2ncc(C(=O)N3CCN(c4ccccc4OC)CC3)c3ccccc23)cc1	-6%	2.4%	/	1.2	72	-0.1%	-20%	0.7%	-12%	i	12
O=C(Oc1c(Br)cc(Br)c2cccnc12)N1CCCCC1	-10%	-1.8%	-4%	3.3	43	-0.5%	-12%	-1.2%	-4%	i	20
Cc1ccccc1C(=O)NC1CCN(C(=O)NCc2ccccc2)CC1	3%	-1.0%	-6%	0.4	49	0.6%	6%	2.0%	15%	i	41
CC1CCCN(S(=O)(=O)c2ccc3c(c2)C(C)(C)C(=O)N3C)C1 (stereo unspecified)	/	-3.1%	-10%	0.7	66	1.4%	4%	-0.6%	-11%[20 µM]	i	49
CCN(CC)C(=O)Cn1cc(S(=O)(=O)CC(=O)Nc2ccccc2F)c2ccccc21	1%	3.9%	0%	1.1	63	0.7%	1%	0.0%	-12%	i	30
Cc1ccc(S(=O)(=O)N(C)CC(=O)Nc2cccc(C)n2)cc1	-1%	-3.5%	3%	-1.3	74	0.0%	11%	-0.6%	22%	i	57
Fc1ccc(/C=N/NC(=S)Nc2cccnc2)cc1	10%	-1.4%	-3%	0.4	37	-0.3%	-7%	-0.1%	8%	i	19
C/C(CCc1ccc2c(c1)OCO2)=N\NC(=O)c1ccccc1	5%	-4.0%	4%	-2.4	75	0.1%	12%	-0.2%	10%	i	45
CCNc1nc(NCC)nc(N(C#N)C(C)C)n1	-8%	-3.5%	4%	1.1	57	-0.3%	-4%	0.0%	28%	i	44
CC1=C(CC[C@@H](C)CO)OC2CC3C4CCC5CC(O)CCC5(C)C4CC(=O)C3(C)C12 (stereo partly specified)	3%	/	/	20	104	/	/	3.0%	/	i	29
O=C(Nc1cc(Cl)ccc1-n1cncn1)c1ccco1	-3%	1.7%	8%	0.7	76	0.2%	12%	0.2%	-16%	i	36
COc1cc(C(C)=O)ccc1OCCN1CCC(Cc2ccccc2)CC1	-7%	3.5%	-8%	1.0	66	0.7%	-16%	-0.7%	3%	i	64
Cc1cccc(NC(=S)N/N=C2/CCCCc3ccccc32)c1	10%	-3.7%	20%	1.8	55	-0.1%	-18%	-0.7%	15%	i	53

Assay outcomes from PubChem BioAssay.
